RAD52 anneal inh: RAD52 DNA annealing inhibitors, primary screen, biochemical, FRET, single point, set 2; recombinant RAD52 DNA annealing, FRET fluorescence; DNA repair protein RAD52 homolog (Homo sapiens), P43351; inhibition, % at 18.7 µM; 360,000 tested, 0.46% active; AID 651710, 2012;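 active = every replicate showing at least 50% inhibition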
ERAP1 inh: human ERAP1 aminopeptidase inhibitors, primary screen, biochemical, single point, plate reader. recombinant ERAP1, Leu-AMC fluorescence, 60 min. 340,000 tested, 0.15% active. inhibition, % at 10.7 µM;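 active = mean replicate inhibition of at least 30%, or all replicates individually reaching that 30% level; inactive = mean below 30% and not every replicate reaching it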;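 note: 0% = neutral control wells and 100% = L-leucinethiol positive control wells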
Target sequence (Q9NZ08 whole entry, looked up): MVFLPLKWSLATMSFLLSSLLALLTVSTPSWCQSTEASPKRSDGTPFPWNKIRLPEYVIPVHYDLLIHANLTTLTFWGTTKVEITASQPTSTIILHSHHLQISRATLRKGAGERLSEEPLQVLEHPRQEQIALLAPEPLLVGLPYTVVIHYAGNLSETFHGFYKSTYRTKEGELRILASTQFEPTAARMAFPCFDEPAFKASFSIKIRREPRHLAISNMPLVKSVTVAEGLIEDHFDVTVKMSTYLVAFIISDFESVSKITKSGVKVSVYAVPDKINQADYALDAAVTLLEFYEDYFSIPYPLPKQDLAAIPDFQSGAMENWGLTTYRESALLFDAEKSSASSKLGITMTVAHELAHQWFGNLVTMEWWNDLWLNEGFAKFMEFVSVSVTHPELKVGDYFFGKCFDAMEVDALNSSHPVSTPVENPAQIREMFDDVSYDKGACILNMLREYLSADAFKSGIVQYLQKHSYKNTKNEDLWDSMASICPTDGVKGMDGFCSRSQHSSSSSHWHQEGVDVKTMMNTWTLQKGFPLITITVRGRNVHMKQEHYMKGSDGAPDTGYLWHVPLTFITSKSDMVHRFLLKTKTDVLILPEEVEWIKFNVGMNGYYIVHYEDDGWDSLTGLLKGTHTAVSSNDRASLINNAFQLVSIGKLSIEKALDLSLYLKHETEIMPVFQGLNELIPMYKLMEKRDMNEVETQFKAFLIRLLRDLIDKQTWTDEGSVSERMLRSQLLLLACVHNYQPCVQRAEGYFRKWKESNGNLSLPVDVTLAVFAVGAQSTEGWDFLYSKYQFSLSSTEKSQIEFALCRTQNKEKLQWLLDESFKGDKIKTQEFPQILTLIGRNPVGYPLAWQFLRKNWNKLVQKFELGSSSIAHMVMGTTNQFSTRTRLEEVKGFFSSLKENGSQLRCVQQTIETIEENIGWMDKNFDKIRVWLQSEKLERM
An asterisk follows results filed as active; i = inactive.

SMILES	RAD52 anneal inh	ERAP1 inh
CNc1nc(SC)nc(N(C)C#N)n1	-7.1	0.1
C=CCN=Cc1c(C)[nH]n(-c2ccccc2)c1=O	-6.4	-2.6
COCCNC(=S)N(Cc1cccs1)Cc1cc2cccc(C)c2[nH]c1=O	-4.2	3.7
COc1ccc(CCNC(=O)c2cccc([N+](=O)[O-])c2)cc1OC	-12.4	0.3
COc1ccc(-c2csc3ncn(-c4ccccc4)c(=O)c23)cc1OC	-7.7	1.1
O=C(COc1ccc(-c2nnco2)cc1)Nc1ccc(C(F)(F)F)cc1	2.8	-0.6
O=C(c1cc(=O)c2ccccc2o1)N1CCN(c2cccc(Cl)c2)CC1	-11.2	1.2
CCOC(=O)N1CCN(c2ncc(C(F)(F)F)cc2Cl)CC1	-20.1	0.2
COc1cccc(C(=O)N/N=C/c2ccc(Oc3ccc([N+](=O)[O-])cn3)c(OC)c2)c1	-9.8	9.7
Cc1ccccc1NCC(=O)N/N=C\c1ccc2c(c1)OCO2	-19.4	-0.8
NS(=O)(=O)c1ccc(CNS(=O)(=O)c2cc(C(=O)O)ccc2Cl)cc1	-14.3	0.4
CC(C)(C)n1cnc(C(N)=O)c1N	-13.8	-0.4
O=C(CNC(=S)NC(=O)c1ccc(Cl)cc1)c1ccccc1	-0.1	0.2
Cc1ccc2nc(Cl)c(C3CC(c4cccs4)=NN3C(=O)CCC(=O)O)cc2c1 (stereo not drawn)	-23.7	1.7
COCCn1c(=NC(=O)C(C)(C)C)sc2cc([N+](=O)[O-])ccc21	-4.9	12.6
C=CCNC(=O)c1ccccc1NC(=O)COc1ccc(OC)cc1	-19.0	0.4
C#CCN(Cc1ccccc1)S(=O)(=O)C=C	-47.4	1.7
O=C(N/N=C/c1ccc([N+](=O)[O-])cc1)c1cnccn1	-12.0	-2.9
CCn1cnc2sc(C(=O)N3CCN(Cc4ccc5c(c4)OCO5)CC3)c(C)c2c1=O	4.0	3.8
O=C1N(C2CCCC2)C[C@@H]2C[C@@H](c3cccn3-c3nccs3)N3CCC[C@@]123	-40.1	1.0
Fc1ccc(C2CC(c3ccco3)=Nc3ccccc3S2)cc1 (stereo not drawn)	-16.2	0.1
CC(=O)c1cc(-c2ccccc2)n(CCC(=O)NC2CCCCCCC2)c1C	-4.7	2.0
COc1ccc(C(=O)OCC(=O)NC2CC2)cc1[N+](=O)[O-]	-11.5	9.2
N#CNC(=Nc1ccc(F)cc1)SCc1ccccc1	-2.3	-1.5
CCn1c(SCc2cccc(F)c2)nnc1-c1cccnc1	-1.0	3.4
(next part)
SMILES	RAD52 anneal inh	ERAP1 inh
O=C(NCc1cccnc1)c1ccccc1-c1ccccc1	-14.4	-0.4
CCC(C)C(=O)Nc1nnc(SCC(=O)Nc2ccc(F)cc2)s1 (stereo not drawn)	-8.1	3.6
COc1cc(/C=C2\SC(=S)N(NC(C)=O)C2=O)ccc1OC(=O)c1ccco1	-29.7	-1.8
C=CCNc1nc(-c2ccc([N+](=O)[O-])cc2)cs1	3.6	5.4
CCCOc1ccc(N2C(=O)CC(NCCNc3ccc([N+](=O)[O-])cn3)C2=O)cc1 (stereo not drawn)	-9.8	-2.2
COc1cc(/C=N\NC(=O)c2ccccc2F)ccc1Oc1ccc([N+](=O)[O-])cn1	-5.8	-2.7
Cc1cc(NC(=O)C(C)SCC(=O)OCc2ccc([N+](=O)[O-])cc2)no1 (stereo not drawn)	5.4	3.8
CNC(=O)CCc1[nH]c2ccccc2c1Sc1ccccc1	14.5	-1.3
O=C(NC1CCCC1)C(c1ccc(N2CCOCC2)cc1)N(C(=O)c1ccco1)c1ccccc1F (stereo not drawn)	-3.6	8.6
CC1CCCN(c2ccc([N+](=O)[O-])s2)C1 (stereo not drawn)	-29.5	4.5
COc1ccccc1NC(=O)c1csc2c1CCC(C)C2 (stereo not drawn)	5.4	1.5
Cc1sc(NC(=O)c2cc(-c3ccccc3)nc3ccccc23)c(C(N)=O)c1C	-14.2	4.8
O=C(CSc1ncn[nH]1)N1N=C2/C(=C/c3ccccc3)CCCC2C1c1ccccc1 (stereo not drawn)	-15.3	0.2
Cc1sc2nc(SCC(=O)O)[nH]c(=O)c2c1C	-14.5	2.2
CCOc1cc(NC(=S)NCCOC)c(OCC)cc1NC(=O)c1cccs1	-5.6	3.2
CN(Cc1ncc[nH]1)C(=O)c1cc(COc2c(F)cccc2F)on1	-3.8	3.0
Cc1ccc(OP(=O)(Nc2c(C)n(C)n(-c3ccccc3)c2=O)Oc2ccc(C)cc2)cc1	3.7	6.2
COc1ccccc1NC(=O)Nc1ccccc1Br	-5.1	4.7
Nc1cc(=O)[nH]c(SCC(=O)N2N=C(c3ccc(Cl)cc3)CC2c2ccco2)n1 (stereo not drawn)	-25.4	7.2
O=C(c1ccccc1)c1ccc2nc[nH]c2c1	12.6	4.2
Cc1ccc(C)c(COC(=O)c2cccc(S(=O)(=O)N3CCCC3)c2)c1	-6.8	-1.0
CCCC(=O)c1ccc(N2CCN(S(=O)(=O)c3ccc(C)cc3)CC2)c(F)c1	1.9	11.4
CC(C)(O)C#Cc1ccc(CN2CCCC(CO)(Cc3cccc(Cl)c3)C2)cc1 (stereo not drawn)	i	5.7
N#C/C(=C\c1cc(Cl)cc(Cl)c1O)C(=O)NC1CCCCC1	-46.2	-0.6
Cc1noc(C)c1CSCC(=O)Nc1ccc(Br)cc1Cl	-28.9	-4.1
(next part)
SMILES	RAD52 anneal inh	ERAP1 inh
CCOc1ccc(NC(=S)NN2CCN(C)CC2)cc1	4.5	1.5
C=CCn1c(=O)c2ccccc2n2c(SCC(=O)Nc3sc(C(=O)N(CC)CC)c(C)c3C(=O)OCC)nnc12	-15.1	3.4
Cn1cc([N+](=O)[O-])c(C(=O)Nc2ccc(C3CCCCC3)cc2)n1	0.6	1.2
CCOC(=O)CC1C(=O)NCCN1S(=O)(=O)c1ccc(F)cc1 (stereo not drawn)	-8.3	12.3
CC(=O)c1ccc(Cc2ccccc2)cc1	-7.2	2.4
Cc1ccc(C(=O)N2CCn3c(C)ccc3C2C)cc1 (stereo not drawn)	-115.3	7.4
N#Cc1c2n(c(=S)n(-c3ccc(OC(F)F)cc3)c1=O)CCCCC2	2.6	-3.2
O=C(NCC1CCCO1)/C(=C\c1ccco1)NC(=O)c1ccc(Cl)cc1 (stereo not drawn)	-9.2	14.2
CCOC(=O)c1c(-n2c(C)cc(C=O)c2C)sc2c1CCCC2	-2.5	2.9
C/C(=N\NC(=O)Cn1c(-c2ccccn2)nc2ccccc21)c1ccccc1	-7.0	3.2
CC(C)c1ccc(OCC(=O)Nc2cccc(C(=O)Nc3ccccc3C(=O)O)c2)cc1	-10.1	0.1
CC(=O)c1c(C)[nH]c(C(=O)OCC(=O)Nc2ccccc2Cl)c1C	2.0	-0.7
Cn1cc(Cl)nc1C(O)c1ccccc1 (stereo not drawn)	-13.1	-2.8
CC(=O)c1cc(-c2ccc(F)cc2)n(CCC(=O)NC(C)(C)C)c1C	-12.8	13.7
Cc1ccc(NC(=O)C/C(N)=N/OC(=O)c2ccccc2)cc1	-3.6	-7.6
CCOC(=O)c1[nH]c2ccc(F)cc2c1NC(=O)CCN1CCOCC1	-8.3	-3.4
CCOc1cc(C#N)ccc1OCC(=O)NNC(=O)CC1CCS(=O)(=O)C1 (stereo not drawn)	-8.7	1.6
Nc1nc(=S)n(-c2ccccc2)[nH]1	-0.2	4.2
COCCN(C(=O)CC1C(=O)NCCN1CC(c1ccccc1)c1ccccc1)C(C)C (stereo not drawn)	-20.1	17.8
CC(C(=O)Nc1cccnc1)c1ccc([N+](=O)[O-])cc1 (stereo not drawn)	0.7	-3.8
COc1cc(NC(=S)NCc2cccnc2)c(OC)cc1Cl	1.8	-3.3
OCCC1CN(Cc2ccc3nsnc3c2)CCN1C1CCCC1 (stereo not drawn)	-2.5	0.1
CCS(=O)(=O)n1nc(-c2ccc(OC)cc2)nc1N	-4.7	-1.5
CCOc1ccccc1/C=C/C(=O)c1ccc(Cl)cc1	-10.1	2.2
CCOC(=O)c1cc(-c2ccc(F)cc2)n(CC(=O)NCc2cccnc2)c1C	1.6	5.5
Further entries follow.
SMILES	RAD52 anneal inh	ERAP1 inh
C#CCN(C(=O)CC1C(=O)NCCN1C/C=C/c1ccccc1)C1CCCCC1 (stereo not drawn)	-14.7	-1.9
CSc1ncc(-c2ccccc2)cn1	-1.0	-1.9
CCCO/N=C1/C(=O)N(c2ccccc2)c2ccccc21	-13.3	-3.4
C=C(CCC(=O)c1ccccc1)C(=O)c1ccccc1	-0.5	-2.4
O=C(COC(=O)c1cccs1)NCC1CCCCC1	-13.7	0.2
Cc1ccc(Oc2nc(CN3CCOCC3)nc3sc4c(c23)CCC(C)C4)cc1C (stereo not drawn)	-8.6	0.2
COc1ccc(C2=NN(C(=O)CCC(=O)O)C(c3cccs3)C2)cc1OC (stereo not drawn)	-11.1	-0.2
CC(=O)c1cc(-c2ccccc2)n(CC(=O)N2CCCC2)c1C	-7.9	1.7
CCC(C)NS(=O)(=O)c1ccc(NC(=O)c2ccc([N+](=O)[O-])cc2Cl)cc1 (stereo not drawn)	-11.4	-1.9
Cn1cccc1C(=O)OCC(=O)Nc1cccc(S(=O)(=O)N2CCOCC2)c1	-11.8	1.6
Cc1cc(NC(=O)c2c(C)noc2C)no1	-5.1	-0.3
CCC[N+]1(CC#CC(O)(c2ccccc2)C2CCCCC2)CCCCC1 (stereo not drawn)	-18.2	-6.2
O=C(Nc1ccccc1)N(CCN1CCOCC1)Cc1cccc(Cl)c1	-3.6	11.4
O=C1NC(=Nc2ccccc2)SC1Cc1cccc(Cl)c1Cl (stereo not drawn)	-4.3	16.1
COc1ccc(OCCN2CCN(S(=O)(=O)c3ccccc3C#N)CC2)cc1	-7.8	-1.3
O=C(O)/C=C\C(=O)Nc1ccccc1C(=O)NC1CCCCC1	-10.2	15.3
O=C(Nc1cccc([N+](=O)[O-])c1)Nc1cccc([N+](=O)[O-])c1	-2.1	1.4
Cc1csc(/N=C/N(C)C)c1C#N	-21.3	0.6
Cc1cccc(OCC(=O)N/N=C/CC(C)c2ccccc2)c1C (stereo not drawn)	5.0	1.1
C=C(C)COc1ccc2c(CC)cc(=O)oc2c1	-11.1	-5.6
COCCN1C(=O)COc2ccccc2C1C(=O)Nc1c(C)cccc1C (stereo not drawn)	-11.2	-2.5
Cc1ccc(S(=O)(=O)N2CCC(C(=O)OCC(=O)NCc3ccco3)CC2)cc1C	-5.3	0.9
COc1ccccc1CN1C[C@@H]2C[C@@H](C3=Cc4cccc(OC)c4OC3)N3CCC[C@@]23C1=O	-38.8	-1.6
C=CCN1C(=O)N/C(=C/c2ccc(C)o2)C1=O	-33.2	5.1
O=C(NC1=NCCS1)c1ccccc1OCc1ccccc1Cl	-0.4	-0.6

Shown with two lines to a compound: part of the list above.
Under each structure: RAD52 anneal inh | ERAP1 inh
- C=CCN1C(=O)N/C(=C/c2ccc(C)o2)C1=O
 : -33.2 | 5.1
- O=C(NC1=NCCS1)c1ccccc1OCc1ccccc1Cl
 : -0.4 | -0.6

An excerpt of these results, as labelled records:
> O=C(COC(=O)c1cccs1)NCC1CCCCC1
  RAD52 anneal inh = -13.7 | ERAP1 inh = 0.2

> Cc1ccc(Oc2nc(CN3CCOCC3)nc3sc4c(c23)CCC(C)C4)cc1C (stereo not drawn)
  RAD52 anneal inh = -8.6 | ERAP1 inh = 0.2

> COc1ccc(C2=NN(C(=O)CCC(=O)O)C(c3cccs3)C2)cc1OC (stereo not drawn)
  RAD52 anneal inh = -11.1 | ERAP1 inh = -0.2

> CC(=O)c1cc(-c2ccccc2)n(CC(=O)N2CCCC2)c1C
  RAD52 anneal inh = -7.9 | ERAP1 inh = 1.7

(listing goes on)
SMILES	RAD52 anneal inh	ERAP1 inh
CCOc1ccccc1NC(=O)Nc1cnccn1	-7.0	5.7
Cn1c(=O)c2c(ncn2CC(=O)OCCCC(=O)c2ccc(Br)cc2)n(C)c1=O	-15.3	-6.4
O=C1C2C3c4ccccc4C(c4ccccc43)[C@@H]2C(=O)N1c1cccnc1 (stereo partly drawn)	-12.1	0.3
COc1ccc(OCC#CCn2ccnc2)cc1	-13.5	-1.3
COc1ccc(NC(=S)N(Cc2ccc(C)cc2)Cc2ccccn2)cc1	-9.7	-2.4
CC(=O)Nc1ccc(C(=O)OCC(=O)c2ccc(F)cc2)cc1	-12.6	5.1
O=C(Nc1nnc(CCOCCOCCc2nnc(NC(=O)c3ccco3)s2)s1)c1ccco1	-28.0	0.4
COc1ccc(CCNC(=O)CSc2nc3[nH]ncc3c(=O)n2-c2ccccc2Br)cc1OC	-16.7	0.4
COc1ccc(OCC(=O)Nc2ccccc2Cl)cc1	-15.0	6.6
C/C(=N\NC(=O)c1ccc(NS(=O)(=O)c2cccs2)cc1)c1ccc(C(C)(C)C)cc1	-16.3	-0.1
O=C(NC1CCCCCCC1)c1ccccc1-c1ccccc1	-8.0	0.4
COc1ccc(N2CCN(C(=O)CCNC(=O)c3ccccc3)CC2)cc1	-6.3	-1.9
CCOC(=O)N1CCC(N2Cc3cccc(C(=O)Nc4cccc(F)c4)c3C2=O)CC1	-4.7	-1.9
Cc1csc(NC(=O)C2CCN(C(=O)c3ccccc3C)CC2)n1	-2.7	-0.5
Cn1/c(=N/NC(=O)c2cccc(OC(F)F)c2)sc2ccccc21	1.2	-1.4
CCC(=O)N1CCc2cc(S(=O)(=O)CCC(=O)NC(C)CC)ccc21 (stereo not drawn)	0.7	0.4
CC(C)c1ccc(C(=O)NNC(=O)C2CC=CCC2C(=O)O)cc1 (stereo not drawn)	1.8	2.9
CCOc1cc(/C=N/NC(=O)c2ccc(O)cc2)ccc1Oc1nc(Cl)ncc1F	1.2	6.0
O=C(CCc1ccccc1)NC(=S)Nc1ccccc1Br	-18.2	-0.2
COC(=O)Cc1ccc(NC(=S)N2CCN(C)CC2)cc1	0.6	0.7
C/C(=N\NC(=O)C1CC1)c1ccc(C)cc1C	-18.7	-5.6
O=C(Nc1nnc(-c2ccccc2)o1)c1cc(Cl)sc1Cl	-4.4	4.7
Cc1ccc(C)c(S(=O)(=O)N2CCN(c3ncccn3)CC2)c1	2.8	1.1

Some of the compounds tested; rates above refer to the full screens.
